Bioassay records from PubChem.
TAAR1 agonist – human TAAR1 agonism; CHO RD-HGA16 TAAR1, Fluo-8 calcium fluorescence; vehicle wells 0%, saturating PEA agonist 100%; activation, % at 3 µM; 360,000 tested, 0.99% active; AID 624467;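 active = activation above the mean activation of all test compounds in the run plus 3 SD, cut at about 38% in these data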
Target sequence (Q96RJ0 whole entry, looked up): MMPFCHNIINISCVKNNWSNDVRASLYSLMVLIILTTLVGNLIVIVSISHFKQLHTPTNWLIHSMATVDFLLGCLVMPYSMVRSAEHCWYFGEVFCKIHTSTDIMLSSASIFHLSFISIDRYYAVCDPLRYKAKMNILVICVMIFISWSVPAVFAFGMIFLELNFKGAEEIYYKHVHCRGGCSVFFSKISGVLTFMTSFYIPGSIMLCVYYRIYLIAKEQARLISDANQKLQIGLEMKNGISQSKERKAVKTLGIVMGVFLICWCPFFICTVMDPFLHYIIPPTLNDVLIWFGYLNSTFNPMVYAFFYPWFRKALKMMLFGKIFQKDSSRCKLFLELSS
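Test system: RD-HGA16 (CHO) cells co-expressing Gα16 and hTAAR1; dosing: one-point dosing at 3 µM (nominal); timing: 17-24 h seeding, 75 min 37 °C dye, 30 min RT; signal: kinetic Fluo-8 calcium fluorescence; read-out basis: % activation relative to PEA EC100 response; controls: DMSO and PEA EC100; replicates: n 1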
TAAR1 antagonist – human TAAR1 antagonism. Q96RJ0. CHO RD-HGA16 TAAR1, Fluo-8 calcium fluorescence, antagonist. inhibition, % at 3 µM. 360,000 tested, 1.5% active. AID 624466;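 active = inhibition above a per-plate cutoff, the mean inhibition of test compounds on that plate plus 3 SD, cut at about 49% in these data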;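 also: 0% = DMSO plus EC80 beta-PEA response and 100% = DMSO alone without agonist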
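Test system: hTAAR1-expressing CHO RD-HGA16 cells, Gα16-coupled; Probe or stimulus: EC80 β-phenethylamine stimulus; Compound dosing: single nominal final test compound concentration of 3 µM; Timing: 140 s kinetic read after compound, 140 s after agonist; Signal: Fluo-8 calcium-sensitive fluorescence; Measure: % inhibition of agonist calcium response; Controls: DMSO and EC80 PEA controls.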
M1 ag – human M1 muscarinic receptor agonism; P11229; CHO-K1 hM1, Fluo-8 calcium fluorescence, agonist mode; 0% DMSO, 100% acetylcholine EC100; activation, % at 3 µM; 360,000 tested, 0.33% active;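 active = activation above the run's mean compound activation plus 3 SD, cut at about 16% in these data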;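 also: peak over basal fluorescence ratio within a 140 s kinetic read after compound addition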
Target sequence (P11229 whole entry, looked up): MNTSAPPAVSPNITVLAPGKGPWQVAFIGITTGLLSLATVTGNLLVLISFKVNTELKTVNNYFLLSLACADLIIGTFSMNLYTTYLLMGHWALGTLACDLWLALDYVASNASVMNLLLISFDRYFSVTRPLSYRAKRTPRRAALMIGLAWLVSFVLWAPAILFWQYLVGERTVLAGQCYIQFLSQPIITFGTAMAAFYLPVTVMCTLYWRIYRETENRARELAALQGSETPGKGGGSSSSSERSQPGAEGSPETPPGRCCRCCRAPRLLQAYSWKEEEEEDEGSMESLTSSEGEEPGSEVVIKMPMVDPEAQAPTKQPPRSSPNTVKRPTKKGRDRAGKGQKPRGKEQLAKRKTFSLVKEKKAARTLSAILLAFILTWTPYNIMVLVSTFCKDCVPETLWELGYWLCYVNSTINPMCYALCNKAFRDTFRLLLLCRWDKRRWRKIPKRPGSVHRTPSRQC
CHO-K1 Ca ag – nonselective activator or artifact in parental CHO-K1 cells | Fluo-8 calcium fluorescence; scaled to maximal ATP response, vehicle zero | 360,000 tested, 0.48% active | activation, % at 3 µM; in the data active = activation above about 15%;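 also: untransfected CHO-K1 host cells lacking M1 receptor as counterscreen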
CHO parental Ca – signal in parental CHO cells, OX1R antagonist counter-screen; parental CHO-K1, ATP-induced calcium, Fluo-8 fluorescence; 330,000 tested, 0.63% active; inhibition, % at 5.6 µM;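 active = inhibition above that plate's mean sample inhibition plus 3 SD, cut at about 26% in these data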;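 also: 0% = ATP-challenged DMSO wells and 100% = DMSO wells without ATP; some compounds past the cut are filed as inactive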
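Assay system: untransfected parental CHO cell line. Also added: ATP agonist challenge. Dosing: one dose, 5.6 µM nominal. Measured by: Fluo-8 fluorescence. Read-out: % inhibition. Benchmarks: ATP wells versus no-ATP DMSO wells. Repeats: no replicates.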
CHO-K1 Ca antag – counter-screen for M1 antagonists: effect in parental CHO-K1 cells | inhibition, % at 3 µM | 360,000 tested, 0.6% active | ATP-induced calcium, Fluo-8 fluorescence | AID 602250;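 active = inhibition above a per-plate cutoff, the plate's mean sample inhibition plus 3 SD, cut at about 24% in these data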;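 also: 0% = DMSO plus EC80 ATP and 100% = DMSO alone without ATP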
M1 antag – human CHRM1 antagonism | 360,000 tested, 1.3% active | CHO-K1 hM1, Fluo-8 calcium fluorescence, ACh EC80 antagonist | inhibition, % at 3 µM;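 active = percent inhibition above its own plate's cutoff, namely the mean of that plate's compound wells plus 3 SD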;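 also: peak over basal fluorescence ratio during 140 s after agonist addition; 0% = ACh EC80 plus DMSO and 100% = DMSO alone without agonist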
CHRM1 PAM – human CHRM1 positive allosteric modulation | P11229 | CHO-K1 hM1, Fluo-8 calcium fluorescence, ACh EC20; 0% = ACh EC20, 100% = maximal ACh | activation, % at 3 µM | 360,000 tested, 0.088% active; in the data active = activation above about 19%, passing the limit was not always enough
CHO-K1 Ca PAM – nonselective activator or artifact in parental CHO-K1 calcium assay. ATP EC20, Fluo-8 calcium fluorescence; 0% at ATP EC20, 100% at ATP max. activation, % at 3 µM. 360,000 tested, 0.02% active. AID 602247;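 active = activation above the run cutoff, the mean activation of all test compounds plus 3 SD, cut at about 40% in these data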;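 also: peak over basal fluorescence ratio in a 140 s read after ATP addition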
* marks the source's active call; other numbers are inactive results; nt = not tested or not shown. Rows are unselected. About 4.4% of those tested had a hit in this group.

SMILES | TAAR1 agonist | TAAR1 antagonist | M1 ag | CHO-K1 Ca ag | CHO parental Ca | CHO-K1 Ca antag | M1 antag | CHRM1 PAM | CHO-K1 Ca PAM
COC(=O)c1cccc(NC(=O)CSc2nnc(COc3ccc(C#N)cc3)n2-c2ccccc2)c1 | 10 | 9 | 0 | -0.1 | -20 | 11 | -8 | 8 | -4
COc1ccc(C(=O)NNC(=O)CN2CCC(n3nnc4cc(C)ccc43)CC2)cc1 | -2 | 3 | -10 | -0.8 | 2 | -24 | -11 | 11 | 19
CCCC(=O)Nc1sc(C)c(C)c1C(=O)Nc1cccc(C)c1 | 8 | -13 | -10 | -0.2 | -8 | -12 | -3 | -5 | -9
Cc1cc(NCCCn2ccnc2)n2ncc(-c3ccc(Cl)cc3)c2n1 | 10 | 8 | -7 | 0.7 | -19 | -2 | -9 | 3 | -10
Cc1cc(C)cc(C(=O)N2CCC3(CC2)NCCc2[nH]cnc23)c1 | 3 | -2 | -5 | -0.1 | 11 | 6 | 0 | 4 | -21
CCOC(=O)[C@]12CCCC=C1N(Cc1ccc3c(c1)OCO3)C(=O)[C@H](CC(=O)NCCc1ccccc1OC)C2 | 74* | 28 | nt | -0.1 | nt | -22 | nt | nt | 18
O=C(COc1coc(CN2CCc3ccccc3C2)cc1=O)Nc1ccc(Cl)cc1 | 3 | -27 | 2 | 0.0 | -28 | -3 | -8 | 4 | -12
Cc1ccc(C(=O)NNC(=O)c2cc3ccccc3cc2O)cc1 | 3 | -16 | -3 | 1.0 | 3 | -7 | -12 | 4 | 13
Cc1ccc(CN2CCCN(Cc3c(F)cccc3Cl)S2(=O)=O)cc1 | 13 | 32 | -5 | -0.7 | 24 | -5 | 1 | 7 | 17
CCOC(=O)C1CCN(C(=O)c2cc(S(=O)(=O)N(C)C)ccc2N2CCCC2)CC1 | 1 | -12 | -1 | 1.3 | -7 | -9 | 0 | 3 | 6
O=C(NCCc1c[nH]c2ccc(Cl)cc12)c1cccnc1 | 2 | -5 | -1 | 6.8 | 1 | -19 | -36 | 4 | 11
Cc1cc(=O)n(-c2ccccc2Cl)[nH]1 | 1 | -13 | -2 | 0.4 | 15 | -11 | 14 | -2 | 20
CC1(C(=O)NS(=O)(=O)Cc2ccccc2C(F)(F)F)CCN1C(=O)C/C=C/c1ccccc1 (stereo not given) | 0 | 7 | -4 | 1.0 | nt | -7 | -8 | 3 | 17
COc1ccc(C(C)=O)cc1CSc1nnc(-c2ccncc2)o1 | 0 | 9 | -9 | 0.9 | -8 | -12 | 1 | -3 | 14
CCN(CC)S(=O)(=O)c1ccc(N(C)Cc2ccc(C(F)(F)F)cc2)nc1 | 4 | 40 | 0 | 8.4 | 44* | 11 | 61* | -21 | 8
N#Cc1ccsc1NC(=O)c1ccccn1 | 1 | -6 | -3 | 0.2 | -9 | 10 | -8 | 9 | 11
COc1ccc(/C=C/c2c([N+](=O)[O-])c(=O)n(C)c(=O)n2C)c(OC)c1 | -1 | -32 | -2 | -0.3 | -19 | 7 | -4 | 6 | -3
CCCN(C(=O)c1cccc(S(=O)(=O)N2CCCc3ccccc32)c1)C1CCS(=O)(=O)C1 (stereo not given) | -1 | -4 | -5 | 0.6 | -17 | -16 | -6 | 8 | 10
COc1ccc(-c2cnc(NCc3cc4c(cc3[N+](=O)[O-])OCO4)n2C)cc1 | 4 | -16 | -8 | 3.0 | -18 | -19 | -4 | -12 | 33
O=C(COc1cccc(C(F)(F)F)c1)NNC(=O)Cc1ccc(S(=O)(=O)N2CCOCC2)s1 | 1 | 14 | -4 | 0.6 | -22 | -7 | -12 | 10 | 11
OCc1nc2ccccc2n1CCCOc1ccc(Br)cc1 | 0 | 11 | -3 | 0.3 | -31 | -2 | -3 | 2 | 18
O=C(c1ccccc1C(=O)N1CCN(c2ccccc2)CC1)N1CCN(c2ccccc2)CC1 | 7 | 3 | -3 | 2.0 | -16 | 1 | -4 | 4 | 7
CC1(C)C(=O)OC(c2ccccc2)C(C)(C)C1=O (stereo not given) | -1 | -17 | -2 | 3.5 | -5 | -1 | 6 | 0 | 11
O=[N+]([O-])c1cccc(-c2nnc(-c3ccccc3F)o2)c1 | 4 | 12 | -6 | 3.2 | nt | -4 | -10 | 5 | 21
CC(C)(C)S(=O)N1Cc2cc(C(=O)NCc3ccc4c(c3)OCO4)nc(-c3cccc(-c4cc5ccccc5o4)c3)c2[C@@H]1CCO (stereo not given in full) | 4 | 1 | -4 | 1.2 | nt | 6 | 4 | -8 | 8
c1csc(CNc2ccc3c(c2)OCCO3)c1 | 4 | 2 | -7 | 0.0 | -14 | 1 | -12 | 6 | -7
CNC[C@H](CC1CCCCC1)NC[C@H](Cc1ccccc1)NCCC12CC3CC(CC(C3)C1)C2 | 56* | 37 | 6 | 3.2 | 20 | -3 | -3 | 8 | 19
COC(=O)c1ccc(Cn2nc(C)c(Cl)c2C)o1 | 9 | 9 | -1 | 1.1 | -15 | -2 | -14 | 2 | 10
CCCC(C)NC(=O)CN(c1ccc2c(c1)OCCO2)S(=O)(=O)c1ccccc1 (stereo not given) | 1 | 16 | -3 | 1.7 | -15 | -23 | -17 | 15 | 9
COc1cc(OC)cc(-c2nnc(NC(=O)CCS(=O)(=O)c3ccc(F)cc3)o2)c1 | 1 | -6 | 0 | 0.1 | -29 | -10 | -7 | 15 | -4
Cc1c(N2C(=O)CSC2=S)c(=O)n(-c2ccccc2)n1C | 5 | 4 | -5 | 0.1 | -17 | -2 | -3 | 10 | 10
Cc1ccc(NC(=O)Cn2nc(C)c3ccccc3c2=O)cc1 | 1 | 0 | -2 | 0.0 | -9 | -3 | 2 | 1 | 0
COC(=O)c1cc2ccc(OC)c(OC)c2c(=O)s1 | 5 | 1 | -4 | -0.1 | -12 | 15 | -7 | 3 | -6
CCC(C)[C@H](N)c1nnc(SCC(=O)Nc2ccc(C)cc2C)o1 (stereo not given in full) | 0 | -11 | -1 | 1.8 | -19 | -14 | -7 | 9 | 30
CN(CC1CCCN(CCc2ccc(Cl)cc2)C1)C(=O)c1ccoc1 (stereo not given) | 1 | -10 | -7 | 0.9 | -12 | -13 | 12 | -13 | 12
CCN1C(=O)CC(c2ccco2)Sc2ccccc21 (stereo not given) | 12 | -5 | -13 | -0.1 | -6 | -6 | 1 | -1 | 2
O=C(Cc1coc(-c2ccc(F)cc2)n1)NC1CCCCC1 | 0 | -11 | -4 | -0.2 | -7 | 6 | 4 | 3 | -4
COc1ccccc1OCCn1cc(C(=O)O)c2ccccc21 | 1 | 11 | -6 | 0.4 | 2 | 3 | -12 | 4 | 4
CN1C(=O)c2ccccc2N(C)C1c1ccc(F)cc1 (stereo not given) | 0 | -7 | -1 | 0.4 | nt | -2 | -17 | 4 | 1
O=C(CCCc1nc2ccccc2s1)NC1CCOC1=O (stereo not given) | 0 | -3 | -5 | 0.1 | -3 | -9 | -2 | -2 | -2
CCCCc1c(C)[nH]c(C(=O)OCC)c1C | 11 | -42 | -6 | 0.4 | 0 | -11 | 2 | -2 | 7
CCNC(=S)N(Cc1cc2cc(C)ccc2[nH]c1=O)C1CCCC1 | 5 | -6 | -12 | -0.1 | -9 | 16 | 18 | -8 | -9
CCOC(=O)c1c(C)oc(=O)c(CC)c1O | 0 | -1 | 0 | -0.1 | nt | 4 | -17 | 14 | 6
CN(CCC#N)C(=S)NC(=O)c1ccc(S(=O)(=O)N2CCOCC2)cc1 | 1 | 1 | -6 | 1.7 | -3 | -13 | -11 | 8 | 16
CCCCSc1nnc([C@@H](NC(=O)OC(C)(C)C)C(C)C)o1 | 5 | -8 | -7 | 1.3 | -21 | 5 | -4 | 9 | 18
Fc1ccc(/C=N/Nc2nc(-c3cccnc3)nc3ccccc23)cc1 | 10 | 56* | -5 | 4.5 | -31 | -6 | -5 | 6 | 11
CC(=O)Nc1cccc(NC(=O)CSc2nccn2Cc2ccco2)c1 | 5 | -9 | 1 | 3.6 | 0 | 3 | 0 | 0 | 5
CCC(C)Sc1nnc(-c2c[nH]c3ccccc23)n1CCOC (stereo not given) | 4 | 5 | -4 | 0.3 | -2 | -12 | -3 | 7 | 19
COc1ccccc1-c1ccc(SCc2cccc(F)c2)nn1 | -2 | 28 | -4 | 0.0 | -8 | -6 | 11 | -5 | 8
COc1ccccc1NC(=O)Nc1nnc(CC(=O)Nc2cccc(C)c2)s1 | 2 | 8 | 1 | 0.7 | -10 | -3 | -9 | 11 | 17
COc1ccc(N/C=C(\[N+](=O)[O-])S(=O)(=O)c2ccccc2)cc1 | -1 | -13 | -3 | 0.5 | -9 | -8 | 5 | -1 | 4
COc1ccc2[nH]c(C(=O)O)c(NC(=O)c3cc(OC)c(OC)c(OC)c3)c2c1 | 8 | 5 | -3 | -0.1 | nt | 11 | -13 | 6 | 9
COc1ccc(C)c(NC(=O)C2CC(=O)NC3=C2C(=O)CCC3)c1 (stereo not given) | 3 | -12 | -3 | 0.2 | -6 | -17 | -1 | 1 | 5
CCCc1nc(-c2ccccc2O)n(-c2ccccc2)n1 | 29 | 4 | -6 | -0.1 | -10 | 7 | -4 | 4 | 13
Cc1ccc(C(=O)NCC(=O)NC23CC4CC(CC(C4)C2)C3)cc1 | 5 | -20 | -2 | 0.0 | -12 | -8 | -13 | 13 | -5
CCCCc1cc(=O)oc2cc(OCC(=O)Nc3cccnc3)c(Cl)cc12 | 5 | -18 | -1 | 1.6 | -13 | -6 | -2 | 2 | -8
COc1cccc2cc(C(=O)NC(C)c3ccccc3)c(=O)oc12 (stereo not given) | 7 | -20 | -3 | 0.9 | -4 | -11 | -3 | 8 | 23
Cc1ccc(/C=N/NC(=O)CSc2nc3nc(C)cc(C)n3n2)cc1 | 4 | 5 | -1 | 0.6 | -10 | -14 | -25 | 3 | 7
CC1CC(C)(C)N(C(=O)CN2C(=O)CCC2=O)c2ccccc21 (stereo not given) | 2 | 5 | 1 | 0.0 | 4 | 13 | 1 | 9 | 5

Among those listed so far, 2 contain a COOH group.
SMILES | TAAR1 agonist | TAAR1 antagonist | M1 ag | CHO-K1 Ca ag | CHO parental Ca | CHO-K1 Ca antag | M1 antag | CHRM1 PAM | CHO-K1 Ca PAM
COc1ccccc1OCCn1cc(C(=O)O)c2ccccc21 | 1 | 11 | -6 | 0.4 | 2 | 3 | -12 | 4 | 4
COc1ccc2[nH]c(C(=O)O)c(NC(=O)c3cc(OC)c(OC)c(OC)c3)c2c1 | 8 | 5 | -3 | -0.1 | nt | 11 | -13 | 6 | 9

2 compounds picked at random from the list so far:
SMILES | TAAR1 agonist | TAAR1 antagonist | M1 ag | CHO-K1 Ca ag | CHO parental Ca | CHO-K1 Ca antag | M1 antag | CHRM1 PAM | CHO-K1 Ca PAM
CCCC(C)NC(=O)CN(c1ccc2c(c1)OCCO2)S(=O)(=O)c1ccccc1 (stereo not given) | 1 | 16 | -3 | 1.7 | -15 | -23 | -17 | 15 | 9
CCCc1nc(-c2ccccc2O)n(-c2ccccc2)n1 | 29 | 4 | -6 | -0.1 | -10 | 7 | -4 | 4 | 13
